TIM10 inh = growth inhibitors of TIM10 yeast strain; S. cerevisiae TIM10 strain growth, BacTiter-Glo luminescence, 24 h; inhibition, % at 10 µM; hit rate 1.4% among 330,000;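 active = inhibition of 40% or more at the single tested concentration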;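 also: wild-type TIM10 isogenic control strain grown at permissive 25 °C; 0% = DMSO yeast wells and 100% = minimal medium wells without yeast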
tim23-1 inh = tim23-1 yeast growth inhibition; S. cerevisiae tim23-1 growth, BacTiter-Glo luminescence, 24 h; inhibition, % at 20 µM; hit rate 1.3% among 330,000; AID 463212;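 active = growth inhibition of the mutant yeast at or above 50%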;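 also: temperature-sensitive mutant grown at 25 °C; plate controls were DMSO-treated mutant yeast for no effect and medium wells lacking yeast for full effect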
APJ antag = blocks the human apelin receptor APJ. hit rate 0.32% among 330,000. inhibition, % at 20 µM. CHO-K1 APJ beta-arrestin complementation, luminescence. P35414;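 active = inhibition above about 40% at 20 µM, limit read from the data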;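 also: cells challenged with 10 nM apelin-13 agonist together with compound; plate controls were apelin-13 plus DMSO wells for no effect and DMSO wells lacking apelin-13 for full effect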
Target sequence (P35414 whole entry, looked up): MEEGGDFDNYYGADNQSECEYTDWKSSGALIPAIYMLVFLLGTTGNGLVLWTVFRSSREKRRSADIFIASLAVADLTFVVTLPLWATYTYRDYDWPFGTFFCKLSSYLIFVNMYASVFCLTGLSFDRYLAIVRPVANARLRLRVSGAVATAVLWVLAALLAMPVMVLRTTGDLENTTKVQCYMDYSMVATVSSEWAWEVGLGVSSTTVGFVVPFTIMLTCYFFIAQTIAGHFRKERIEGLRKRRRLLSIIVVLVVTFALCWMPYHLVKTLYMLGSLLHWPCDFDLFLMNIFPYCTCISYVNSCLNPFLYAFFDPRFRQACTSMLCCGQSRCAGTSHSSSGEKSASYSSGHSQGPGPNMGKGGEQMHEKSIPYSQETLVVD
MPTP block = permeability transition pore inhibition | isolated mouse mitochondria, Ca2+ swelling absorbance, 30 min | inhibition, % at 10 µM | hit rate 1.4% among 360,000 | AID 602449;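 active = inhibition of 50% or more, scaled per plate between neutral and stimulator controls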;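 also: 0% = DMSO wells given calcium and 100% = 1 mM EGTA wells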
beta cell repl = induces beta-cell replication in MIN6 cells; MIN6 cells proliferation, ATPlite luminescence, 48 h; cells starved in 0.2% serum; 100% = growth in 10% serum; AID 2380; proliferation, % at 10 µM; hit rate 0.29% among 330,000;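 active = compounds whose signal lies at least 3.5 SD above the mean of all wells on their plate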;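 also: 0% = DMSO-treated cells in low-serum medium and 100% = 10% serum control; some compounds called inactive have numbers as strong as hits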
tim10-1 inh = inhibits growth of tim10-1 mutant yeast; S. cerevisiae tim10-1 ts strain growth, BacTiter-Glo, 24 h; inhibition, % at 20 µM; hit rate 2.2% among 330,000;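 active = inhibition of at least 40%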;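 also: mutant grown at 25 °C; 0% = DMSO wells with yeast and 100% = wells holding no yeast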
NALP3 yeast inh = inhibitors of NALP3 inflammasome in yeast | Yeast reconstituted NLRP3/ASC/caspase-1, beta-gal luminescence, 24 h | hit rate 0.39% among 330,000 | AID 2825 | inhibition, % at 10 µM;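 active = inhibition of 50% or more; inactive = inhibition below 50%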;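 also: plate controls were induced DMSO wells for no effect and uninduced yeast grown without galactose for full effect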
GRIN3A LBD mod = modulators (binders) of human NR3A ligand-binding domain. NR3A LBD differential scanning fluorimetry, Tm shift; 0% = protein alone, 100% = glycine-bound protein. hit rate 2.5% among 340,000. Tm shift relative to glycine control, % at 25 µM;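 active = melting temperature shift of at least 10% of the positive control shift, at one fixed dose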
APJ ag = activates the human apelin receptor APJ | activation, % at 20 µM | hit rate 0.11% among 330,000 | CHO-K1 APJ PathHunter beta-arrestin, luminescence; 0% DMSO wells, 100% apelin | P35414;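 active = activation more than six SD over the plate average, tested at 20 µM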;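 also: 0% = DMSO alone and 100% = apelin-13 at 10 nM; some results filed as inactive read as strong as hits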
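Test system – PathHunter CHO-K1 APJ (AGTRL-1) beta-arrestin reporter cells · Input – 1000 cells/well · Compound – single test compound dose, 20 µM final, 1% DMSO · Times – compound stimulation 90 min at 25 °C, detection 60 min · Technique – beta-gal luminescence · Read-out basis – APJ–arrestin association signal · Control set – negative DMSO alone, positive Apelin-13 at 10 nM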
The depositor's hits bear a star; nt = no result given.

#1 O=[N+]([O-])c1ccc(CSc2ncnc3c2ncn3[C@@H]2O[C@H](CO)[C@@H](O)[C@H]2O)cc1
#2 CNC(=O)CN(C1CCCCC1)S(=O)(=O)c1ccc(OC)c(Cl)c1
#3 Cc1ccc(C)c(N(C)C(=O)CCS(=O)(=O)c2cccc3nonc23)c1
#4 C=CCn1c(=O)c2ccccc2n2c(SCc3nc(N)nc(Nc4ccccc4C)n3)nnc12
#5 Cc1cccc(C(=O)Nc2ccccc2-c2nnn(CC(=O)Nc3ccc4c(c3)OCCO4)n2)c1
#6 c1ccc2c(c1)Cc1cc(CN3CCOCC3)ccc1-2

entry no.	1	2	3	4	5	6
TIM10 inh	7.0	4.2	5.2	-1.5	-14.2	6.9
tim23-1 inh	0.5	2.3	26.0	5.9	-2.0	5.6
APJ antag	4.7	13.6	1.9	-6.6	12.7	18.5
MPTP block	-2.1	2.8	-1.8	-0.6	28.0	0.4
beta cell repl	3.7	-1.6	-0.9	-2.7	-3.0	-2.7
tim10-1 inh	-4.0	4.8	22.7	2.1	1.7	-5.6
NALP3 yeast inh	11.5	12.0	1.2	-11.5	7.4	22.7
GRIN3A LBD mod	5.7	-0.3	-1.0	-0.9	7.1	-0.8
APJ ag	-2.7	-1.9	-3.0	1.8	0.4	-5.4

#7 COC(c1ccccc1)c1nnc(CCC(=O)N2CCN(C3CCCC3)CC2)o1 (centres undefined)
#8 Cc1ccccc1OCCCc1c(C)n[nH]c1C
#9 CCn1nc(C)c(CN2CCC(n3nccc3NC(=O)c3ccccc3OC)CC2)c1C
#10 O=C(N[C@H]1C/C=C\C(c2cccc(F)c2)N(Cc2ccccc2)C(=O)C1)OCC1c2ccccc2-c2ccccc21 (some centres undefined)
#11 CC(C(=O)c1c[nH]c(C(N)=O)c1)c1ncc(C(F)(F)F)cc1Cl (centres undefined)
#12 CC(=O)Nc1ccc(NC(=O)C(C)OC(=O)/C=C/c2ccc3c(c2)OCO3)cc1 (centres undefined)

entry no.	7	8	9	10	11	12
TIM10 inh	-4.0	11.3	-8.0	17.2	6.8	-6.5
tim23-1 inh	0.9	33.0	0.3	59.7*	1.6	5.4
APJ antag	-1.1	-0.7	9.2	nt	-9.9	13.6
MPTP block	-0.3	-0.2	0.7	-1.2	0.2	-4.0
beta cell repl	-2.5	0.4	-1.1	nt	-0.8	0.3
tim10-1 inh	-12.5	-6.0	-3.8	35.0	1.7	-3.1
NALP3 yeast inh	2.7	20.2	-2.5	nt	3.5	-13.5
GRIN3A LBD mod	-1.1	-2.0	1.1	1.7	-2.0	2.4
APJ ag	-2.3	-3.8	3.9	nt	-0.6	-0.2

#13 CCc1cc(=O)oc2c(CN3CCN(C)CC3)c(O)ccc12
#14 CSCCC1C(C#N)=C(N)Oc2n[nH]c(-c3cccs3)c21 (centres undefined)
#15 CCN(CC(=O)Nc1ccc(NC(C)=O)cc1)C(=O)/C=C/c1cn(-c2ccccc2)nc1-c1ccc(F)cc1
#16 COCCN(C(=O)CCC(=O)Nc1cc(C)on1)C(C(=O)NC1CCCC1)c1ccc(C)cc1 (centres undefined)
#17 Cc1cccc(NC(=O)CN(C)S(=O)(=O)c2ccc(-c3ccc(=O)[nH]n3)s2)c1C
#18 S=C1NC(C23CC4CC(CC(C4)C2)C3)=CC(c2ccc3c(c2)OCO3)N1 (centres undefined)

entry no.	13	14	15	16	17	18
TIM10 inh	-29.1	22.2	7.2	12.7	22.9	30.4
tim23-1 inh	-22.3	30.2	8.7	10.6	19.8	4.7
APJ antag	-32.1	5.3	-13.7	5.6	-26.4	23.2
MPTP block	1.3	-1.4	0.6	-2.4	-0.9	-3.2
beta cell repl	1.1	-2.5	4.5	0.2	0.0	-6.4
tim10-1 inh	15.0	28.2	5.1	8.5	11.5	22.1
NALP3 yeast inh	18.2	13.2	3.0	4.9	15.3	17.9
GRIN3A LBD mod	1.4	-9.4	13.7*	1.5	-1.1	-1.9
APJ ag	-2.5	-5.6	-0.1	0.9	18.1	-2.1

#19 CNC(=O)/C(C#N)=C\c1ccc(CNS(=O)(=O)c2ccc(Cl)cc2)o1
#20 O=Cc1c(NCCN2CCCC2)c2ccccc2[nH]c1=O
#21 O=C1CC(c2ccccc2)CC(=O)C1=CN1CCCC1 (centres undefined)
#22 Cc1cc(C(F)F)nn1CC(=O)NCc1ccccc1F
#23 O=C(Cn1cnc2ccccc21)Nc1cc(C(F)(F)F)ccc1N1CCOCC1
#24 COc1cccc(N2CC(C(=O)Nc3nnc(SCC(=O)c4ccccc4)s3)CC2=O)c1 (centres undefined)

entry no.	19	20	21	22	23	24
TIM10 inh	12.3	-10.2	-3.2	-1.9	3.2	-0.4
tim23-1 inh	4.3	7.9	10.2	3.0	17.7	-0.4
APJ antag	0.9	16.6	9.4	-4.9	7.3	37.8
MPTP block	-2.4	-1.1	2.7	-1.2	-0.5	-4.4
beta cell repl	0.5	-4.0	-0.9	-1.3	-2.1	0.0
tim10-1 inh	-11.0	3.7	7.0	2.0	13.8	4.6
NALP3 yeast inh	14.5	9.6	-3.2	-1.2	15.3	5.0
GRIN3A LBD mod	0.3	-0.4	1.5	-0.6	-2.8	-0.5
APJ ag	-2.9	-3.9	-2.6	-5.9	2.2	3.2

#25 CC(c1nnc(SCC(=O)N2CC(=O)Nc3ccccc32)n1Cc1ccccc1)N(C)C (centres undefined)
#26 O=C(O)c1ccc(CNC(=O)c2ccc(S(=O)(=O)N3CCCCC3)cc2)cc1
#27 Cc1ccc(C(=O)COC(=O)c2cc(Cl)nc3ccccc23)cc1
#28 CN1CCN(C(=O)C2CCCN(S(=O)(=O)c3ccc(Br)cc3)C2)CC1 (centres undefined)
#29 O=C(CN1CCCCC1)Nc1cc(S(=O)(=O)N2CCOCC2)ccc1N1CCCC1
#30 O=C(COC(=O)c1cccc(S(=O)(=O)N2CCCC2)c1)Nc1ccccc1C(F)(F)F

entry no.	25	26	27	28	29	30
TIM10 inh	5.5	2.4	3.1	-1.1	-0.6	-16.1
tim23-1 inh	9.6	-9.5	0.8	-2.2	-7.0	9.2
APJ antag	-0.6	5.0	-0.8	7.1	-5.6	-53.1
MPTP block	-0.1	-0.6	0.8	-1.5	-0.2	0.6
beta cell repl	-2.3	-1.9	4.5	4.1	5.4	-1.8
tim10-1 inh	25.3	-10.4	10.7	-3.8	-15.0	12.4
NALP3 yeast inh	18.2	13.1	6.3	8.4	6.8	2.2
GRIN3A LBD mod	2.1	1.1	3.3	1.6	1.1	0.3
APJ ag	1.8	-1.5	-2.8	0.9	-0.8	-6.1

Reprinted from the part before: 2 entries, followed by the next part.
#29 O=C(CN1CCCCC1)Nc1cc(S(=O)(=O)N2CCOCC2)ccc1N1CCCC1
#30 O=C(COC(=O)c1cccc(S(=O)(=O)N2CCCC2)c1)Nc1ccccc1C(F)(F)F
#31 Cc1ccc(CSCC(=O)N/N=C/c2cccc(OC3CSC3)c2)cc1
#32 O=C1C=C(/C=C/c2ccccc2)C[C@@H](c2ccc3c(c2)OCO3)C1
#33 CC(=O)C(C(C)=O)C(NC(=O)c1cccnc1)(C(F)(F)F)C(F)(F)F
#34 COc1ccc(NC(=O)c2cc(-c3ccc4c(c3)OCO4)on2)cc1OC
#35 Cc1nn(C)c(C)c1S(=O)(=O)N(CC(=O)NCCN1CCOCC1)c1ccc(C(C)C)cc1
#36 CN(CC(=O)Nc1ccccc1Br)CC(=O)Nc1ccccc1-c1ccccc1

entry no.	29	30	31	32	33	34	35	36
TIM10 inh	-0.6	-16.1	-3.1	-10.8	2.5	-28.1	10.3	2.9
tim23-1 inh	-7.0	9.2	-20.4	32.1	3.1	-33.0	-2.9	28.2
APJ antag	-5.6	-53.1	14.6	-10.7	-20.6	-8.2	9.0	-56.1
MPTP block	-0.2	0.6	5.8	1.4	1.0	0.1	-0.5	1.4
beta cell repl	5.4	-1.8	-2.7	-6.1	1.9	5.1	-2.8	2.3
tim10-1 inh	-15.0	12.4	8.1	0.8	-18.2	-31.1	1.8	26.4
NALP3 yeast inh	6.8	2.2	9.6	8.4	18.8	0.6	22.9	6.7
GRIN3A LBD mod	1.1	0.3	-0.3	0.3	-1.7	0.0	-1.8	-0.3
APJ ag	-0.8	-6.1	-3.7	-2.2	-3.4	-1.2	-3.2	-3.5

#37 O=C(Cc1ccccc1)Nc1ccc(NC(=O)C2CC2)nc1
#38 Cc1cc(C)c(/C=N/n2c(C)cc(C)c(C#N)c2=O)c(C)c1
#39 COc1ccccc1N1CCN(C(=O)C2CCN(C(=O)c3cccc(Cl)c3)CC2)CC1
#40 O=c1cc(C(F)(F)C(F)F)oc2ccccc12
#41 COc1ccc(Cl)cc1C(=O)OCC(=O)Nc1cccnc1Cl
#42 O=C(Nc1ccc2c(c1)OCO2)C1Cc2ccccc2CN1S(=O)(=O)c1cccs1 (centres undefined)

entry no.	37	38	39	40	41	42
TIM10 inh	-32.7	18.0	-8.7	-4.2	-2.4	27.5
tim23-1 inh	4.2	27.8	12.8	-9.5	10.4	24.2
APJ antag	-6.6	1.9	7.4	8.1	15.2	-3.8
MPTP block	-1.1	-1.1	-0.9	-0.3	-1.1	-4.6
beta cell repl	-1.3	-3.6	2.9	-3.0	3.6	1.9
tim10-1 inh	5.1	29.7	12.1	-15.4	-1.6	26.3
NALP3 yeast inh	0.0	20.7	4.8	2.5	39.0	34.3
GRIN3A LBD mod	-5.7	-1.0	-0.1	-2.5	-1.3	-2.3
APJ ag	-1.4	-3.5	-3.1	-8.8	-4.0	-2.4

#43 C[C@@]12C(=O)N(CC3CC3)CC(=O)N1[C@H](C1CC1)[C@@H]1C(=O)N(c3ccccc3)C(=O)[C@@H]12
#44 COc1cc(C(=O)Nc2cc(C)ccn2)ccc1OCC(=O)N1CCOCC1
#45 O=C(CCCCn1c(=O)c2ccccc2n(CC(=O)Nc2ccc(F)cc2)c1=O)NCc1ccco1
#46 Cc1ccccc1Cn1nc(C)c(NC(=O)C2c3ccccc3Oc3ccccc32)c1C
#47 O=C(O)c1ccc(Cl)c(S(=O)(=O)Nc2ccc(S(=O)(=O)N3CCCC3)cc2)c1
#48 COc1ccc(/C=C\C(=O)c2c(O)ccc3c(C)cc(=O)oc23)cc1

entry no.	43	44	45	46	47	48
TIM10 inh	-5.0	0.2	1.8	8.9	9.6	37.3
tim23-1 inh	3.5	-8.9	-8.5	19.1	0.3	53.3*
APJ antag	-3.9	3.5	20.4	-8.4	0.8	9.7
MPTP block	0.0	-0.7	1.3	-5.3	0.2	-0.7
beta cell repl	-1.2	2.1	-1.5	0.0	-2.9	-1.2
tim10-1 inh	-19.0	-23.9	2.7	15.2	-14.7	51.8*
NALP3 yeast inh	-15.5	3.8	-6.6	-6.6	-4.0	15.5
GRIN3A LBD mod	0.8	-5.2	-8.2	3.6	1.2	-1.7
APJ ag	-0.2	-4.8	-6.5	0.4	-3.7	-1.1

Of the compounds above, 4 have a CF3 group.
#11 CC(C(=O)c1c[nH]c(C(N)=O)c1)c1ncc(C(F)(F)F)cc1Cl (centres undefined)
#23 O=C(Cn1cnc2ccccc21)Nc1cc(C(F)(F)F)ccc1N1CCOCC1
#30 O=C(COC(=O)c1cccc(S(=O)(=O)N2CCCC2)c1)Nc1ccccc1C(F)(F)F
#33 CC(=O)C(C(C)=O)C(NC(=O)c1cccnc1)(C(F)(F)F)C(F)(F)F

entry no.	11	23	30	33
TIM10 inh	6.8	3.2	-16.1	2.5
tim23-1 inh	1.6	17.7	9.2	3.1
APJ antag	-9.9	7.3	-53.1	-20.6
MPTP block	0.2	-0.5	0.6	1.0
beta cell repl	-0.8	-2.1	-1.8	1.9
tim10-1 inh	1.7	13.8	12.4	-18.2
NALP3 yeast inh	3.5	15.3	2.2	18.8
GRIN3A LBD mod	-2.0	-2.8	0.3	-1.7
APJ ag	-0.6	2.2	-6.1	-3.4

High-throughput results from PubChem BioAssay.
